# PREPL inhibitor: PREPL enzyme inhibitors, primary screen, biochemical, fluorescence polarization. recombinant PREPL, fluorescence polarization activity-based probe. Prolyl endopeptidase-like (Homo sapiens), Q4J6C6. inhibition, % at 5.96 µM. actives 0.68% (n = 320,000); in the data active = inhibition above about 43%;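 also: 0% = enzyme with DMSO and 100% = wells lacking enzyme; many of its hits are not listed in these tables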
# GSTO1 counter: inhibitors of recombinant GSTO1, primary screen, counter-screen for RBBP9 inhibitor project, biochemical, fluorescence polarization; actives 1.1% (n = 300,000); inhibition, % at 5.96 µM; activity-based probe fluorescence polarization; Glutathione S-transferase omega-1 (Homo sapiens), P78417; AID 1974, 2009;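 active = inhibition above the campaign mean inhibition plus 3 SD, cut at about 35% in these data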;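 also: 0% = GSTO1-1 with DMSO and 100% = wells lacking GSTO1-1 enzyme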
# Target sequence (P78417 whole entry, looked up): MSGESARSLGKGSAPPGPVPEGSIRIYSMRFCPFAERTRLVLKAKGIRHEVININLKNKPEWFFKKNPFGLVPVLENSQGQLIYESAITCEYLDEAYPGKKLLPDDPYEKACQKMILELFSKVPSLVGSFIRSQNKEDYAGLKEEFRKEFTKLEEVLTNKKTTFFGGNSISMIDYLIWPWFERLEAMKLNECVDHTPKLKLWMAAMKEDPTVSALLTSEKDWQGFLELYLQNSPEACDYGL
# LYPLA2 inh: LYPLA2 inhibitors, primary screen, counter-screen for PME1 inhibitor project, biochemical, fluorescence polarization, FP-Rh probe ABPP; Acyl-protein thioesterase 2 (Homo sapiens), O95372; inhibition, % at 5.9 µM; recombinant LYPLA2; actives 0.38% (n = 320,000); AID 2177, 2009;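 active = inhibition above the screen-wide mean plus 3 SD, limit set per campaign, cut at about 26% in these data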;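 also: 0% = LYPLA2 with DMSO and 100% = wells lacking LYPLA2 enzyme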
# pPAFAH FP inh: pPAFAH enzyme inhibitors, primary screen, biochemical, fluorescence polarization, human; Platelet-activating factor acetylhydrolase (Homo sapiens), Q13093; recombinant pPAFAH, FP-rhodamine probe fluorescence polarization; inhibition, % at 3.39 µM; actives 1.5% (n = 330,000); AID 463082, 2010;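 active = inhibition above the mean inhibition across the screen plus 3 SD, cut at about 25% in these data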;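 also: inhibitors block binding of the rhodamine activity-based probe so polarization drops; 0% = enzyme with DMSO and 100% = wells lacking pPAFAH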
# PAD4 inh: human PAD4 inhibitors, primary screen, biochemical, fluorescence polarization, 1536-well format | inhibition, % at 6.36 µM | Protein-arginine deiminase type-4 (Homo sapiens), Q9UM07 | actives 0.41% (n = 330,000) | recombinant PAD4, RCA probe fluorescence polarization;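 active = percent inhibition above a cutoff equal to the mean of all tested compounds plus 3 SD, cut at about 15% in these data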;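 also: 0% = PAD4 with RCA probe and DMSO and 100% = probe without PAD4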
# LYPLA1 inh: LYPLA1 inhibitors, primary screen, counter-screen for PME1 inhibitor project, biochemical, fluorescence polarization, FP-Rh probe ABPP. recombinant LYPLA1. inhibition, % at 5.9 µM. actives 0.16% (n = 320,000). AID 2174, 2009;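 active = inhibition above the mean of all tested compounds plus 3 SD, set per campaign, cut at about 14% in these data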;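 also: inhibitors block serine hydrolase probe labeling of LYPLA1 so polarization falls; 0% = enzyme with DMSO and 100% = wells lacking LYPLA1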
# Target sequence (O75608 whole entry, looked up): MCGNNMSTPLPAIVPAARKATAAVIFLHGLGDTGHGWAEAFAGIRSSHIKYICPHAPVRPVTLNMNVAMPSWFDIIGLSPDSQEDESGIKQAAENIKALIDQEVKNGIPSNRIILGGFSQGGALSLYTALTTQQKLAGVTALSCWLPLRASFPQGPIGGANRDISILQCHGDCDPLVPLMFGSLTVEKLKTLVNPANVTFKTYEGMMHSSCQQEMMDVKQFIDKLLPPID
# PME-1 inh: PME-1 inhibitors via competitive probe labeling, primary screen, biochemical, fluorescence polarization, FP-Rh probe, HTS | inhibition, % at 5.9 µM | actives 0.53% (n = 320,000) | Protein phosphatase methylesterase 1 (Homo sapiens), Q9Y570 | recombinant PME-1 | AID 2130, 2009;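 active = inhibition above the campaign mean of all compounds plus 3 SD, cut at about 26% in these data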;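 also: competitive labeling of PME-1 active site by serine hydrolase directed probe; 0% = PME-1 with DMSO and 100% = wells lacking PME-1 enzyme; inhibitors block probe labeling so polarization falls and inhibition rises; many of its hits are not listed in these tables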
# Target sequence (Q9Y570 whole entry, looked up): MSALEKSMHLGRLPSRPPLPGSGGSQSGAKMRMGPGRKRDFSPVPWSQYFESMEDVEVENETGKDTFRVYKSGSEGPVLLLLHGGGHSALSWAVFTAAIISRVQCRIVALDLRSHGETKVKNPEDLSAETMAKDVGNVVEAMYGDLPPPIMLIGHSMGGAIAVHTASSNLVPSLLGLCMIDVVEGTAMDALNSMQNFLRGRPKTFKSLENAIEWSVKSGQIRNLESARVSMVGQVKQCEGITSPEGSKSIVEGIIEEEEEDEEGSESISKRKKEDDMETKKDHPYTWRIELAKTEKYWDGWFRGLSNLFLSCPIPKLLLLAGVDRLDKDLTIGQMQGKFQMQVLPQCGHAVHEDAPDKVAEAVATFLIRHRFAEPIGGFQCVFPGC
# PAFAH1B3 FP inh: PAFAH1B3 enzyme inhibitors, primary screen, biochemical, fluorescence polarization, human; recombinant PAFAH1B3, FP-rhodamine probe; inhibition, % at 3.39 µM; actives 0.28% (n = 340,000); AID 492972, 2010;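 active = inhibition above the screen-wide average of all tested compounds plus 3 SD, cut at about 25% in these data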;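 also: 0% = enzyme with DMSO only and 100% = wells lacking PAFAH1B3 protein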
# Target sequence (Q15102 whole entry, looked up): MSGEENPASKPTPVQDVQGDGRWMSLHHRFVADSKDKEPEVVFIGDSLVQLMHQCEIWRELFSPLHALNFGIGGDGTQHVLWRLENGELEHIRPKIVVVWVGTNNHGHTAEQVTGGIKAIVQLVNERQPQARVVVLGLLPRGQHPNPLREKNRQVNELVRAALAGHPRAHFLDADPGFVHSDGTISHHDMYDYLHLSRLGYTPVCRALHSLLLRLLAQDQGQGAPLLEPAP
# PAFAH1B2 FP inh: PAFAH1B2 enzyme inhibitors, primary screen, biochemical, fluorescence polarization, human; recombinant PAFAH1B2, FP-rhodamine activity probe; inhibition, % at 3.39 µM; Platelet-activating factor acetylhydrolase IB subunit alpha2 (Homo sapiens), P68402; actives 1.2% (n = 340,000);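 active = inhibition above the mean of all tested compounds plus 3 SD, cut at about 24% in these data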;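 also: 0% = enzyme with DMSO and 100% = wells lacking PAFAH1B2; many of its hits are not listed in these tables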
# Numbers without * were called inactive; . = not tested or not shown.
SMILES,PREPL inhibitor,GSTO1 counter,LYPLA2 inh,pPAFAH FP inh,PAD4 inh,LYPLA1 inh,PME-1 inh,PAFAH1B3 FP inh,PAFAH1B2 FP inh
C=CCc1cccc(/C=N/NC(=O)COc2ccc(-n3cnnn3)cc2)c1O,1,4,-7,0,0,-8,-12,-1,3
CCNC(=O)CSc1nnc(-c2ccc(OC)cc2)n1CC(C)C,15,7,-5,1,2,0,-9,2,0
O=C(NCc1ccccc1F)c1ccc(S(=O)(=O)Nc2cccc(C(F)(F)F)c2)cc1,1,2,-3,13,-5,-7,-2,-6,6
C/C(=N\NC(=O)c1c(C)nc2ccccn12)c1ccccc1F,3,1,-3,-3,2,1,-2,4,3
CCc1ccc(NC(=O)c2ccc(S(=O)(=O)NCc3cccnc3)cc2)cc1,-2,-9,-1,-6,-8,-2,-5,4,1
O=C(CCn1c(SCC(=O)NCc2ccco2)nc2ccccc2c1=O)NCCc1ccccc1,2,-6,-5,1,1,0,1,10,0
CNc1ccc([N+](=O)[O-])cc1-c1nc2ccccc2[nH]c1=O,7,2,-1,4,-1,1,0,4,-6
O=C(CCc1nc2ccccc2[nH]c1=O)OCC(=O)c1ccc(Cl)cc1,17,5,4,-2,1,-3,-3,12,-1
O=C(O)c1ccccc1CSc1nc2ccccc2s1,-5,-4,0,0,10,1,-4,-1,0
COc1ccc(C(CNC(=O)c2cc(S(=O)(=O)NCc3ccco3)ccc2C)N(C)C)cc1 (configuration not stated),36,.,.,9,0,.,.,9,2
CCCOc1ccccc1C1C(C(=O)OC)=CN(C(C)C)C=C1C(=O)OC,-1,-4,8,5,-1,1,-3,4,-1
O=C(NNS(=O)(=O)c1ccccc1[N+](=O)[O-])c1cccc(Br)c1,4,0,1,1,2,0,7,3,1
CCCn1c(N)c(N(CCOC)C(=O)c2cc(Cl)nc3ccccc23)c(=O)[nH]c1=O,7,3,0,3,3,0,5,-3,1
Cc1cc(Nc2ccccc2)nn1C(=O)c1ccccc1,14,-5,-4,13,-5,-2,4,17,6
C=CCOc1ccccc1CN1CCSCC1,9,2,3,6,0,3,1,1,3
Cc1cc(N/C=C\c2nnnn2-c2ccc(F)cc2)no1,-3,0,-2,2,1,-4,3,10,7
Cc1ccc(CN2CC(C(=O)Nc3ccc(F)c([N+](=O)[O-])c3)CC2=O)cc1 (configuration not stated),13,5,-4,-3,8,-1,-2,13,-2
COc1ccccc1CNC(=O)COC(=O)c1cccc(S(=O)(=O)N2CCCC2)c1,0,1,3,10,3,3,0,5,-1
CCN1CCN(c2nc(-c3ccncc3)nc3ccccc23)CC1,-6,3,0,4,-3,-2,-4,.,.
COc1ccc(N(C(=O)c2cnccn2)C(C(=O)NC2CCCCC2)c2cc(OC)c(OC)c(OC)c2)cc1 (configuration not stated),4,3,13,2,4,3,3,-3,1

# Ordered by the number under PAFAH1B3 FP inh (high to low): 3 of the compounds above.
SMILES,PAFAH1B3 FP inh
O=C(CCn1c(SCC(=O)NCc2ccco2)nc2ccccc2c1=O)NCCc1ccccc1,10
COc1ccccc1CNC(=O)COC(=O)c1cccc(S(=O)(=O)N2CCCC2)c1,5
O=C(NNS(=O)(=O)c1ccccc1[N+](=O)[O-])c1cccc(Br)c1,3

# Next part.
SMILES,PREPL inhibitor,GSTO1 counter,LYPLA2 inh,pPAFAH FP inh,PAD4 inh,LYPLA1 inh,PME-1 inh,PAFAH1B3 FP inh,PAFAH1B2 FP inh
O=C(c1cccnc1)C1CCCN(Cc2nc(Cc3ccccc3F)no2)C1 (configuration not stated),-4,1,-5,3,-1,-2,3,1,1
COC(=O)c1c(C)[nH]c(C(=O)CN2C(=O)C3CC=CCC3C2=O)c1C (configuration not stated),2,.,.,0,-3,.,.,15,4
CC(C(=O)N1CCCC1)N1CCN(S(=O)(=O)c2ccc(C(C)(C)C)cc2)CC1 (configuration not stated),10,.,6,-4,-1,1,0,2,2
Cc1c(Cl)cccc1NC(=S)N1CCCN(Cc2ccccc2F)C1,-2,4,-53,-5,4,-21,-45,1,4
CC1=C(C)CC(C(=O)NCCc2ccc(F)cc2)C(C(=O)O)C1 (configuration not stated),-6,7,-4,-3,0,-1,-1,7,5
CCOc1ccccc1CN1CCNC(=O)C1CC(=O)NC1CCCCCC1 (configuration not stated),8,-6,-5,1,2,3,-4,2,4
CCOC(=O)C1C(=O)NC(c2ccccc2)=NC1c1ccc(OC)cc1 (configuration not stated),-7,4,4,-1,-5,-1,4,0,-1
CC(C)NC(=O)NC(=O)COC(=O)c1ccc(S(=O)(=O)Nc2ccccc2)cc1,-7,-7,1,25*,-2,2,6,6,1
O=[N+]([O-])c1cccc(-c2nc(NCc3ccccc3)c3ccccc3n2)c1,5,-10,-45,-13,-2,-9,-53,-4,-6
Cc1cccc(OCCCC(=O)Nc2ccc(S(=O)(=O)Nc3onc(C)c3C)cc2)c1C,2,0,2,-2,1,1,-5,10,4
CC(C)Cc1nnc(NC(=O)CCC(=O)Nc2ccc(Cl)cc2)s1,-15,0,-7,1,-1,-3,-4,5,3
Cc1c(NC(=O)C(C)OC(=O)c2cccc(S(=O)(=O)N(C)C)c2)c(=O)n(-c2ccccc2)n1C (configuration not stated),1,-13,-2,5,-1,1,-4,2,-3
COc1ccc(C)cc1NC(=O)NCc1ccccc1F,14,1,-2,0,-7,-3,1,3,8
Cc1cccn2c(=O)c(/C=C(\C#N)C(=O)NCc3ccco3)c(N3CCC(C(N)=O)CC3)nc12,-1,1,3,1,-1,-2,-2,3,-1
OCC1(Cc2cccc(F)c2)CCN(Cc2cccc3nccnc23)CC1,2,8,10,9,-2,-1,1,2,1
Cn1nc(-c2ccc(C(=O)NCC3CCCO3)cc2)c2ccccc2c1=O (configuration not stated),-3,3,1,4,4,4,6,-7,2
COc1ccc(/C=C/C(=O)NC(=S)Nc2ccc(C(=O)O)cc2)cc1,-9,-13,0,-3,1,-1,-20,-2,1
Oc1ccccc1/C=N/Nc1cc(N2CCCC2)nc(N2CCCC2)n1,29,73*,-6,1,-11,-5,16,15,0
O=C(NCCOC(=O)c1ccncc1)c1ccccc1,7,13,-1,-2,2,1,-3,6,-3
O=C(Cc1c(Cl)cccc1Cl)Nc1cccc(S(=O)(=O)N2CCOCC2)c1,0,2,3,1,-7,-2,-8,7,3
N#CCCN(C(=O)Nc1ccc(Cl)c(Cl)c1)c1ccccc1,4,-3,-2,-10,-8,-1,-12,-2,12
O=C(NCc1cccnc1)C1c2ccccc2C(=O)N1Cc1ccco1 (configuration not stated),10,5,4,4,2,-1,-2,2,3
COc1cc(C=O)c(Br)cc1OC1CCCC1,3,1,6,10,0,-3,1,5,5
CCOC(=O)c1cccc(NC(=O)CCc2c(C)nc3ncnn3c2C)c1,-1,0,3,0,-2,-4,8,7,2
COC(=O)c1cc(C(=O)Nc2ccc(S(N)(=O)=O)cc2)cc([N+](=O)[O-])c1,5,0,3,7,0,3,-5,-1,1
O=C(CN1C(=O)NC2(CCCCC2)C1=O)Nc1nc2c(F)cc(F)cc2s1,13,2,-7,2,-1,-4,-10,-2,-2
O=C1COc2ccc(S(=O)(=O)N3CCc4ccccc43)cc2N1,17,17,0,-5,6,-5,9,2,13
CCCNC(=O)Cn1cnc2sc(C(=O)N3CCN(c4ccc(F)cc4)CC3)c(C)c2c1=O,2,2,3,-2,4,-2,0,6,6
O=C(c1ccc(-c2ccccc2)cc1)N1CCN(C(=O)c2ccco2)CC1,15,10,6,8,-1,2,3,8,4
CC12CCC(c3c(C(=O)Nc4nccs4)nn(-c4ccccc4)c31)C2(C)C (configuration not stated),8,-2,7,3,-1,0,-8,0,-3
O=C(NCc1ccncc1)C12CC3CC(CC(Cl)(C3)C1)C2,-2,19,0,2,1,0,1,2,23
COC(=O)c1sccc1NC(=O)c1ccc(C)o1,0,0,-1,-2,0,-2,-5,8,4
C=CCN1C(=O)/C(=C/C=C2/N(CC)c3ccc(S(=O)(=O)N(C)C)cc3N2CC)SC1=S,-150,-204,-234,-57,-136,-123,-302,-314,-230
CCCc1ccc(OCC(O)CN2CCN(c3ccccn3)CC2)cc1 (configuration not stated),2,0,-1,5,3,-2,3,10,1
O=S(=O)(c1ccccc1Cl)N1CCCC1c1nc(-c2cccc(Cl)c2)no1 (configuration not stated),-7,2,-6,3,0,-3,-10,5,1
O=C(Cn1c(C(F)(F)F)nc2ccccc21)NCCCN1CCOCC1,-2,-4,0,7,-4,1,-4,5,2
c1csc(-c2nc3ccccc3[nH]2)c1,0,7,3,5,-3,4,-3,-2,0
O=C(c1cccs1)N1CCC(C(=O)N2CCN(Cc3ccc4c(c3)OCO4)CC2)CC1,16,3,14,-1,2,2,-3,3,2
CCN1CCN(S(=O)(=O)c2ccc(S(=O)(=O)N(CC)Cc3ccccc3)cc2)CC1,3,12,-1,2,6,3,3,7,3
C=CCn1c[n+](CC(=O)c2ccc(Br)s2)c2ccccc21,22,1,4,2,-22,1,2,.,.
CCCn1c(SCC(=O)c2ccc3c(c2)OCCO3)nnc1C(C)C,6,2,1,4,-5,2,3,-3,1
CC(C)(C)C(=O)N1CCC(O)(CS(=O)(=O)Cc2ccc(Cl)cc2)CC1,8,-2,9,5,0,1,1,3,3
O=C(Nc1nc(COc2ccccc2)cs1)C1CCC1,-1,11,5,-2,2,-2,9,3,0
Cc1ccc(CN2CCC(n3nccc3NC(=O)C3CCOC3)CC2)cc1 (configuration not stated),1,-6,1,6,-1,-1,-4,7,5
CCN(CC)S(=O)(=O)c1ccc(NC(=O)CNC2CCCCC2)cc1,0,-3,4,5,-4,-1,-2,2,11
COc1cc(NC(=O)c2cccs2)ccc1NC(=O)c1ccccc1Cl,11,2,-1,6,0,-1,2,3,-4
Cc1cc(=O)oc2cc(OC(C)C(=O)NC3(C#N)CCCCC3)ccc12 (configuration not stated),7,.,2,3,4,0,0,2,2
Cc1[nH]c2ccccc2c1/C=C/c1nc2ccccc2c(=O)n1CCO,29,-8,1,17,7,-2,70*,10,5
COc1ccc(-c2cc3nc(-c4ccccc4)cc(N4CCC(O)CC4)n3n2)cc1,28,-13,-20,1,0,-11,13,1,-2
COC1CCCCC1Nc1cc(C)cc(C)c1 (configuration not stated),-4,-5,-1,-2,6,-3,-5,-1,1
CC(=O)C1=C(O)C(=O)N(CC#N)C1c1cccs1 (configuration not stated),10,-4,0,-1,2,-6,-5,15,8
CCCc1[nH]nc2c1C(/C(C)=C/c1ccccc1)C(C#N)=C(N)O2 (configuration not stated),-13,-43,-6,-1,-7,-3,7,-2,10
O=C(Nc1nnc(CSCc2ccc(Cl)cc2)s1)c1cccc([N+](=O)[O-])c1,7,-1,10,3,2,-2,-4,1,23
CCC(C)NC(=O)CC1Oc2ccc(Cl)cc2NC1=O (configuration not stated),-6,1,4,3,1,-2,3,2,1
C/C(CCc1oc2c(Br)cc(Br)cc2c1-c1ccc(C)o1)=N\O,3,-7,-8,22,-16,-4,-3,10,2

# A portion of the library. The share of hits here may be higher or lower than overall.
